N370S GC mod – qHTS Assay for Inhibitors and Activators of N370S glucocerebrosidase as a Potential Chaperone Treatment of Gaucher Disease; Potency, µM (series often up to 59.4 µM), inactives show top-dose activity change, negative = inhibition, actives largely listed as inhibitors; 330,000 tested, 0.092% active; N370S GC spleen homogenate, 4MU-glucoside fluorescence;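 further: 0% = full enzyme activity and -100% = no enzyme basal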
TDP1 cell noCPT – qHTS for Inhibitors of human tyrosyl-DNA phosphodiesterase 1 (TDP1): qHTS in cells in absence of CPT. AID 686978, 2013. 420,000 tested, 15% active. Potency, µM (highest dose often 46.2 µM), for inactives: top-dose activity change, negative = growth inhibition, most hits filed as inhibitors. DT40 Tdp1-/- hTDP1 cells, no CPT, ATP luminescence, 48 h; further: nearly all actives have a fitted effect of over 55% in size
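Camptothecin absent (DMSO only). Human TDP1-complemented DT40 knockout cells, 400 cells/well, 37 °C for minimum 48 hr; ATP measured via CellTiter-Glo, 30 min dark incubation, luminescence.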
TDP1 block – qHTS Assay for Inhibitors of Tyrosyl-DNA Phosphodiesterase (TDP1); recombinant TDP1, AlphaScreen DNA substrate cleavage; AID 485290, 2010; Potency, µM (titrated, usually from 130 µM), for inactives: top-dose activity change, negative = inhibition, usual class: inhibitors; 350,000 tested, 0.28% active; Tyrosyl-DNA phosphodiesterase 1 (Homo sapiens), Q9NUW8; further: nearly all actives have a fitted effect of over 40% in size
Target sequence (Q9NUW8 whole entry, looked up): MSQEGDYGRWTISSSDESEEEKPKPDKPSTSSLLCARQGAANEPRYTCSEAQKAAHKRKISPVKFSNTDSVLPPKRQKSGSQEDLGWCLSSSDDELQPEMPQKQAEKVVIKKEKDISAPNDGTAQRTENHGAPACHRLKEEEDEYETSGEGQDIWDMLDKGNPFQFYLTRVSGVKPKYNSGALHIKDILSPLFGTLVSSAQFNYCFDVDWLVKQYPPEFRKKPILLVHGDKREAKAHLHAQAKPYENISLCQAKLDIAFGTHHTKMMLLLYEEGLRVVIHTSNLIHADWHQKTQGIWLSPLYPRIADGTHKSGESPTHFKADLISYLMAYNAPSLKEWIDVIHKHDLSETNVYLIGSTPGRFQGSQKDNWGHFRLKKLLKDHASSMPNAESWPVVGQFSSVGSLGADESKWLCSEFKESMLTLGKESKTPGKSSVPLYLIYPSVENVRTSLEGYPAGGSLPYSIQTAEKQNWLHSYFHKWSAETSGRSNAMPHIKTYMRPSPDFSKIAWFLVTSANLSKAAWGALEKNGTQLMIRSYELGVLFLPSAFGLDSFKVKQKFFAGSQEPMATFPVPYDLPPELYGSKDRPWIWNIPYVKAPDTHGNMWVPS
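Steps: enzyme plus compound, 15 min RT; add biotin/phosphotyrosine-FITC oligonucleotide (15 nM final), react 5 min; add donor/acceptor beads (10 ug/ml final), 10 min; read AlphaScreen. Tdp1 at 1 nM final.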
* = called active by the depositor; u = inconclusive; x = not tested or not shown; [ ] = another dose, or the depositor's remark. The call rests on the fitted dose curve; in most records, active means well fitted curve in the direction sought with a large enough effect; inconclusive means small, poorly fitted or top-dose-only effect, or another doubt; inactive means no such curve, though single readings can be large; an effect the other way counts as inactive or inconclusive. Unless noted, on the % scale 0 is the no-effect control and ±100 the full control effect; potency means the concentration at half of the fitted maximal effect. Not all compounds are listed; the hit share may differ from the screen's.

Values run as follows: N370S GC mod, TDP1 cell noCPT, TDP1 block
Cc1[nH]n(-c2ccccc2)c(=O)c1C(C[N+](=O)[O-])c1ccc(Cl)cc1 (configuration not stated)
  6%, 4.1µM*, 5%
CC1CN(CC(=O)Nc2ccc([N+](=O)[O-])cc2Br)CC(C)O1 (configuration not stated)
  2%, -14%, 1%
O=C(COc1ccc2c(c1)OCO2)Nc1ccc2c(c1)oc1ccccc12
  13%, u, 2%
COc1cc(N2C(=O)CC3(CCCC3)CC2=O)cc(OC)c1OC
  -1%, 2%, 4%
COC(=O)Nc1ccc(S(=O)(=O)N2CCC(C(=O)N3CCCCC3C)CC2)cc1 (configuration not stated)
  14%, u, 0%
CC(C)n1nc(C(=O)Nc2nc3ccccc3[nH]2)c2ccccc2c1=O
  7%, 15µM*, 5%
Cc1ccccc1CNC(=O)Cn1cnc(S(=O)(=O)N2CCCC2)c1
  8%, 31%[activator], 1%
S=c1[nH]nc(CSCCOc2ccccc2)o1
  -7%, -29%, 11%
Cc1ccccc1-c1noc(C2CCCCC2)n1
  6%, u, -4%
CCCC(=O)Nc1ccc(S(=O)(=O)N2CCC(c3nc4ccccc4[nH]3)CC2)cc1
  -2%, u, -1%
O=C(c1ccc2c(c1)N(Cc1ccc(F)cc1)C(=O)c1ccccc1S2(=O)=O)N1CCN(Cc2ccccc2)CC1
  x, 8.2µM*, 1%
CCOC(=O)c1c(C)[nH]c(C)c1S(=O)(=O)NCC(=O)Nc1cccc(C(F)(F)F)c1
  x, -22%, 5%
Cc1ccc(C23CC4CC(CC(NC(=O)NCCN(C)C)(C4)C2)C3)cc1
  -25%, 23µM*, -1%
COc1ccc(/C(C)=N/NC(=O)c2nc(C)cc(C)n2)cc1
  3%, 4%, 2%
CCOC(=O)c1cc2ccccc2n1CC(=O)c1ccccc1
  -1%, -24%, x
O=C(COc1ncnc2cc([N+](=O)[O-])ccc12)N(CCc1ccccc1)Cc1ccccc1
  2%, u, 2%
COc1cc(C)nc(NC(=S)N(C)C(=O)c2ccccc2)n1
  12%, -9%, 4%
CCn1nnc2cc(C(=O)Nc3cccc(S(=O)(=O)N(C)C)c3)ccc21
  x, -27%, 0%[56.1 µM]
COc1ccccc1C(=O)Nc1ccnn1C1CCN(C)CC1
  -3%, 23%, 2%
CCCNC(=O)C1CC(=O)N(c2ccc(OCC)cc2)C1 (configuration not stated)
  6%, -32%, 5%
CS(=O)(=O)N(CC(=O)N1CCCC1)c1cccc(Cl)c1
  9%, 3%, 1%
CCOC(=O)C1CCN(C(=O)c2ccc(Cl)c(S(=O)(=O)N3CCCC3)c2)CC1
  0%, -30%, 5%
Cc1cccc(OCCC(=O)NNC(=O)c2ccoc2C)c1
  x, -3%, 2%
COc1cc(CNCc2cccc(OC)c2OC)cc(OC)c1
  -12%, u, x
c1ccc(-c2cc3ccccc3[nH]2)cc1
  1%, -10%, x
COc1ccc(/C=C/CN2CCCC(C(=O)c3ccc(OC)c(F)c3)C2)cc1 (configuration not stated)
  -13%, u, -5%
CCOC(=O)N1CCC(NC(=O)c2cc3cc4cc(OC)ccc4nc3o2)CC1
  8%, 21µM*, 5%
COc1ccccc1C(=O)Oc1ccc(N2C(=O)CCC2=O)cc1
  4%, u, 0%
CCN(CC)c1cc(C)c2cc(NC(=O)c3ccc(OC)c(OC)c3)ccc2n1
  x, 23µM*, 9%
Cc1ccc(NC(=O)COc2cccc(Oc3ccccc3)c2)cc1S(=O)(=O)N1CCOCC1
  x, u, -1%

Next results.
Values run as follows: N370S GC mod, TDP1 cell noCPT, TDP1 block
CCOC(=O)c1sc(NC(=O)CSc2nc(C)cc(C)n2)c(C#N)c1C
  23%, -27%, -2%
O=c1cc(-c2ccccc2)n2c(SCc3ccccc3)nnc2[nH]1
  x, 2%, -5%
CN(C)CCNC(=O)NC1CCCCC1
  6%, -20%, 1%
CCN(CC(=O)NCc1cccs1)C(=O)CCC(=O)c1ccc(C)cc1
  1%, -7%, 4%
CCc1cc2cc(C)cc(C)c2nc1Cl
  -7%, u, -2%
CCn1c(SCC(=O)N2CCN(c3ccc(Cl)cc3)CC2)nc2ccccc2c1=O
  u, u, 5%
CCOc1ccc(NC(=O)CC2C(=O)NCCN2C(=O)c2ccc(Cl)cc2)cc1 (configuration not stated)
  -5%, -13%, 6%
COc1ccccc1Cn1c(CNS(=O)(=O)c2cccc([N+](=O)[O-])c2)nc2cccnc21
  x, 16µM*, 11%
O=C(C1=C[C@@H](c2ccc(C(F)(F)F)cc2)C[C@@H](OCCCCO)O1)N1CCN(Cc2ccc3c(c2)OCO3)CC1
  u, u, 4%
COc1ccc(C(C[N+](=O)[O-])c2c(C)[nH]n(-c3ccccc3)c2=O)cc1 (configuration not stated)
  -6%, 16µM*, x
CC(NC(=S)Nc1cccc(F)c1)C(c1cccs1)N1CCOCC1 (configuration not stated)
  -8%, u, 2%
CC[C@H](C)[C@H](NC(=O)[C@H](Cc1ccc(O)cc1)NC(=O)[C@@H]1CCCN1C(=O)[C@H](CCCCN)NC(=O)[C@@H](N)CCCCN)C(=O)N[C@@H](CC(C)C)C(=O)O
  -10%, x, 11%
COC(=O)C(Cc1c[nH]c2ccccc12)NC(=O)c1cccs1 (configuration not stated)
  -3%, -1%, 3%
COc1ccccc1NC(=O)CSc1nnc(-c2ccoc2C)o1
  x, u, 1%
O=C(CCCOc1ccc(Cl)cc1Cl)Nc1ncccn1
  30%, 4%, -1%
COc1ccc(CN2CCNC(=O)C2CC(=O)NCCCC2CCCC2)c(F)c1 (configuration not stated)
  -8%, u, 5%
COC(=O)[C@H](C)NC(=O)NCc1ccccc1F
  13%, -1%, 2%
CCC(C)C(NC(=O)c1ccccc1NC(=O)c1ccc(OC)cc1)C(=O)NCCCn1ccnc1 (configuration not stated)
  -8%, 0%, 2%
COc1cc(C2NC(=O)N(C)C(C)=C2C(=O)OCc2ccccc2)cc(Br)c1O (configuration not stated)
  3%, -29%, x
Cc1cc(C)c(C(CC(=O)c2cccs2)C(C#N)C#N)c(C)c1 (configuration not stated)
  -3%, 26µM*, 0%
CC(CNC(=O)c1ccco1)NC(=O)c1ccco1 (configuration not stated)
  7%, -1%, x
COc1ccc(N2CCN(C(=S)Nc3ccccc3)CC2)cc1
  -2%, -16%, x

Among those listed so far, 16 contain a halogen.
Values run as follows: N370S GC mod, TDP1 cell noCPT, TDP1 block
Cc1[nH]n(-c2ccccc2)c(=O)c1C(C[N+](=O)[O-])c1ccc(Cl)cc1 (configuration not stated)
  6%, 4.1µM*, 5%
CC1CN(CC(=O)Nc2ccc([N+](=O)[O-])cc2Br)CC(C)O1 (configuration not stated)
  2%, -14%, 1%
O=C(c1ccc2c(c1)N(Cc1ccc(F)cc1)C(=O)c1ccccc1S2(=O)=O)N1CCN(Cc2ccccc2)CC1
  x, 8.2µM*, 1%
CCOC(=O)c1c(C)[nH]c(C)c1S(=O)(=O)NCC(=O)Nc1cccc(C(F)(F)F)c1
  x, -22%, 5%
CS(=O)(=O)N(CC(=O)N1CCCC1)c1cccc(Cl)c1
  9%, 3%, 1%
CCOC(=O)C1CCN(C(=O)c2ccc(Cl)c(S(=O)(=O)N3CCCC3)c2)CC1
  0%, -30%, 5%
COc1ccc(/C=C/CN2CCCC(C(=O)c3ccc(OC)c(F)c3)C2)cc1 (configuration not stated)
  -13%, u, -5%
CCc1cc2cc(C)cc(C)c2nc1Cl
  -7%, u, -2%
CCn1c(SCC(=O)N2CCN(c3ccc(Cl)cc3)CC2)nc2ccccc2c1=O
  u, u, 5%
CCOc1ccc(NC(=O)CC2C(=O)NCCN2C(=O)c2ccc(Cl)cc2)cc1 (configuration not stated)
  -5%, -13%, 6%
O=C(C1=C[C@@H](c2ccc(C(F)(F)F)cc2)C[C@@H](OCCCCO)O1)N1CCN(Cc2ccc3c(c2)OCO3)CC1
  u, u, 4%
CC(NC(=S)Nc1cccc(F)c1)C(c1cccs1)N1CCOCC1 (configuration not stated)
  -8%, u, 2%
O=C(CCCOc1ccc(Cl)cc1Cl)Nc1ncccn1
  30%, 4%, -1%
COc1ccc(CN2CCNC(=O)C2CC(=O)NCCCC2CCCC2)c(F)c1 (configuration not stated)
  -8%, u, 5%
COC(=O)[C@H](C)NC(=O)NCc1ccccc1F
  13%, -1%, 2%
COc1cc(C2NC(=O)N(C)C(C)=C2C(=O)OCc2ccccc2)cc(Br)c1O (configuration not stated)
  3%, -29%, x

Rewritten as tab-separated lines: entries from further up.
canonical_smiles	N370S GC mod	TDP1 cell noCPT	TDP1 block
CCn1c(SCC(=O)N2CCN(c3ccc(Cl)cc3)CC2)nc2ccccc2c1=O	u	u	5%
COc1ccc(C(C[N+](=O)[O-])c2c(C)[nH]n(-c3ccccc3)c2=O)cc1 (configuration not stated)	-6%	16µM*	x
CCOc1ccc(NC(=O)CC2C(=O)NCCN2C(=O)c2ccc(Cl)cc2)cc1 (configuration not stated)	-5%	-13%	6%

Bioassay records (PubChem)
